Rab2 wt GTP: modulators of GTP binding to Rab2A wildtype, primary screen, biochemical, dog, bead-based flow cytometry, multiplex. GST-Rab2 wt beads, Bodipy-GTP binding. GTP binding activity, % at 10 µM. actives 0.19% (n = 190,000). AID 760, 2007;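 active = GTP binding activity at least 20 points away from 100%, either lowered or raised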;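 also: 0% = beads with excess unlabeled GTP and 100% = no-compound control corrected for plate trend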
Bfl-1 Bim block: inhibitors of Bim binding to Bfl-1, primary screen, biochemical, multiplexed, bead-based flow cytometry. actives 0.12% (n = 190,000). inhibition, % at 10 µM. Bim-Bfl-1 binding inhibition. AID 1008, 2008;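 also: 0% = wells without compound plus tracer and 100% = blocker peptide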
Rac1 wt modul: wildtype Rac1 GTP binding modulators, primary screen, biochemical, GST-Rac1 beads, flow cytometry, multiplex | actives 0.27% (n = 190,000) | GTP binding activity (% of control), % at 10 µM | Ras-related C3 botulinum toxin substrate 1 (Homo sapiens), P63000 | fluorescent GTP binding; actives lie on both sides; 0 = cold GTP competed, 100 = untreated;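 active = GTP binding activity at least 20 points away from the 100% control level, either lower or higher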
Bcl-W Bim block: inhibitors of Bim binding to Bcl-W, primary screen, biochemical, multiplexed, bead-based flow cytometry. inhibition, % at 10 µM. actives 0.02% (n = 190,000). Bcl-2-like protein 2 (Homo sapiens), Q92843. Bim peptide-Bcl-W binding. AID 952, 2007;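 also: 0% = bound tracer without compound and 100% = peptide blocker; higher means less fluorescent Bim peptide bound to Bcl-W beads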
Target sequence (Q92843 whole entry, looked up): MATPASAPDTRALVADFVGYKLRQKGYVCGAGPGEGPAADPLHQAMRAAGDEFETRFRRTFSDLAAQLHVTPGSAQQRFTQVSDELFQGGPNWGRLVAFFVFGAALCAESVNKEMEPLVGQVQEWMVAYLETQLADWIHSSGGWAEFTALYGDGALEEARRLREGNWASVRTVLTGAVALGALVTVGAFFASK
Rab7 wt modul: modulators of GTP binding to Rab7, primary screen, biochemical, wildtype, multiplex bead flow cytometry. AID 758, 2007. GTP binding activity (percent of control), % at 10 µM. actives 0.055% (n = 190,000). GST-Rab7 beads, fluorescent GTP binding; actives lie on both sides; untreated = 100%, excess cold GTP = 0%;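 active = fluorescent GTP binding to Rab7 beads changed by at least 20 points from the 100% baseline, either direction, mostly lower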;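 also: median green fluorescence of bound Bodipy-FL-GTP per Rab7 bead population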
Bim-Bcl-XL: inhibitors of Bim-Bcl-XL binding, primary screen, biochemical, multiplexed, bead flow cytometry, human Bcl-XL | actives 0.04% (n = 190,000) | Bim peptide-Bcl-XL binding, fluorescence | Bcl-2-like protein 1 (Homo sapiens), Q07817 | inhibition, % at 10 µM
Bcl-2 Bim block: inhibitors of Bim-Bcl-2 binding, primary screen, biochemical, multiplexed, human Bcl-2 family. Apoptosis regulator Bcl-2 (Homo sapiens), P10415. Bead-based flow cytometry, Bim peptide-Bcl-2 binding. inhibition, % at 10 µM. actives 0.06% (n = 190,000). AID 950, 2007; in the data active = inhibition above about 40%;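 also: 0% = no compound wells with probe peptide and 100% = reference peptide inhibitor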
Target sequence (P10415 whole entry, looked up): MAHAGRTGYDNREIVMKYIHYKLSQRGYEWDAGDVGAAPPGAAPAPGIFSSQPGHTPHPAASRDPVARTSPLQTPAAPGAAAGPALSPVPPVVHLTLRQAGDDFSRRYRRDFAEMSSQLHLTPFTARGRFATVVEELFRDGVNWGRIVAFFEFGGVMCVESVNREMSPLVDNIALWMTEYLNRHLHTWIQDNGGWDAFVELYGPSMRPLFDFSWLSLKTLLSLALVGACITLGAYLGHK
Rac1 mut GTP: GTP binding modulators of activated mutant Rac1, primary screen, biochemical, bead-based flow cytometry, multiplex, fluorescent GTP | Ras-related C3 botulinum toxin substrate 1 (Homo sapiens), P63000 | GST-Rac1 activated beads; actives lie on both sides; 100% means binding = to untreated wells | percent activity (GTP binding), % at 10 µM | actives 0.11% (n = 190,000) | AID 764, 2007;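 active = GTP binding at least 20 percentage points away from the 100% baseline, in either direction, so actives lie on both sides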
Cdc42 wt: modulators of GTP binding to wildtype Cdc42, primary screen, biochemical, multiplex bead flow cytometry, Bodipy-GTP | GST-Cdc42 beads; actives lie on both sides | percent activity (GTP binding), % at 10 µM | Cell division control protein 42 homolog (Homo sapiens), P60953 | actives 0.2% (n = 190,000);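 active = percent activity GTP binding at least 20 points away from the 100% baseline, either down as inhibitor or up as activator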;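 also: median bead fluorescence of bound Bodipy-FL-GTP at 100 nM; 0% = excess unlabeled GTP control and 100% = no compound control; below 100% means less GTP binding so inhibitor and above means activator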
Target sequence (P60953 whole entry, looked up): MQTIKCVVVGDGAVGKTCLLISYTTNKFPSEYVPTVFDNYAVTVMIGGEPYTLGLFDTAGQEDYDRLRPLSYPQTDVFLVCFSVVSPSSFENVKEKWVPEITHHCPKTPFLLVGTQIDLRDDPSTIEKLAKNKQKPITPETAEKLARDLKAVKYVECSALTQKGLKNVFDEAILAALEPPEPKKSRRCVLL
Bim-Bcl-B: inhibitors of Bim-Bcl-B binding, primary screen, biochemical, multiplexed, human Bcl-2 family | actives 0.073% (n = 190,000) | AID 951, 2007 | Bcl-2-like protein 10 (Homo sapiens), Q9HD36 | bead-based flow cytometry, Bim peptide-Bcl-B binding | inhibition, % at 10 µM;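 also: 0% = tracer peptide without compound and 100% = reference inhibitor peptide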
HRas wt GTP: modulators of GTP binding to HRas wildtype, primary screen, biochemical, bead-based flow cytometry, multiplex | GTP binding activity, % at 10 µM | GTPase HRas (Homo sapiens), P01112 | actives 0.14% (n = 190,000) | GST-Ras wt beads, Bodipy-FL-GTP binding; actives lie on both sides;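 active = GTP binding activity at least 20% away from the 100% baseline, either lowered as inhibitor or raised as activator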;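 also: 0% = unlabeled GTP competition control and 100% = no-compound control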
Target sequence (P01112 whole entry, looked up): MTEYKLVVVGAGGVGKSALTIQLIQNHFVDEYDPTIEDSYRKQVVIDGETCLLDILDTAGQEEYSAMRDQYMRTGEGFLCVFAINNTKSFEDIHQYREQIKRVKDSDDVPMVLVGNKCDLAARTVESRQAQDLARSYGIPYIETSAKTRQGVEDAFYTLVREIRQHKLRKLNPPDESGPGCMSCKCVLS
* = called active by the depositor. Rule as the data show it, unless noted: active = inhibition above about 40%. Not a hit list; about 0.62% have a hit in one of these screens.

SMILES	Rab2 wt GTP	Bfl-1 Bim block	Rac1 wt modul	Bcl-W Bim block	Rab7 wt modul	Bim-Bcl-XL	Bcl-2 Bim block	Rac1 mut GTP	Cdc42 wt	Bim-Bcl-B	HRas wt GTP
COC(=O)c1ccc(NC(=O)CSc2n[nH]c(-c3ccncc3)n2)cc1	98	-8	110	0	103	-1	0	98	104	-2	104
CN(C)c1ccc(/C=N/n2ncc3ccccc32)cc1	104	-7	112	3	104	-1	-5	103	106	-3	105
CCCNC(=O)Nc1ccccc1SC	94	1	96	0	107	-4	4	93	102	-11	97
CCOC(=O)Cn1nnnc1C(C(C)C)N(Cc1cccs1)Cc1cc2cc(C)ccc2[nH]c1=O (stereo not given)	93	-5	97	3	95	-3	-6	94	75*	-5	95
CCOC(=O)Nc1ccc2c(c1)N(C(=O)C(C)N1CCCC1)c1ccccc1CC2 (stereo not given)	105	0	103	1	101	0	0	99	104	-2	104
O=C(CN(c1ccccc1F)S(=O)(=O)c1ccccc1)NC1CCCCCC1	98	-16	103	-2	96	1	-1	100	103	-7	99
CC1(C)CC(O)(CCNCc2ccc3c(c2)OCO3)CCO1 (stereo not given)	108	-2	106	-4	101	0	-3	104	108	-3	108
COc1cc(OC)cc(C(=O)N2CCC(N3CCCCCC3)CC2)c1	101	-4	106	-4	103	-6	-1	99	102	-1	102
COCCCN(CC(=O)Nc1ccc(N2CCOCC2)cc1)S(=O)(=O)c1ccc(Cl)cc1	99	-4	101	2	104	-1	-1	95	96	-1	101
CCC(=O)N[C@@H]1CC(C(C)(C)NC(=O)CC)CC=C1C (stereo not given in full)	99	-18	102	1	100	-4	-6	99	101	-7	100
O=C(C1CCN(S(=O)(=O)c2cccc3cccnc23)CC1)N1CCN(C2CCCCC2)CC1	102	-5	106	-7	100	-7	-9	101	101	-8	102
COc1ccc(-n2c3c(cc(C(=O)NC4CCSC4=O)c2=O)C(=O)CC(C)(C)C3)cc1 (stereo not given)	102	-2	103	-4	104	-5	0	100	103	-2	102
COc1ccc(N2C(=O)CCC2=O)c(OC)c1	98	-1	99	0	102	-2	-4	95	96	-1	99
COC(=O)c1ccc(NC2(C#N)C(=O)Nc3ccccc32)cc1 (stereo not given)	98	-13	97	0	98	-7	-5	95	97	-8	98
NC(=O)c1c(NC(=O)CSc2nnc(-c3ccco3)n2N)sc2c1CCCC2	97	0	101	6	95	-5	1	99	98	-3	98
COc1ccc(C2c3[nH]c4ccccc4c3CCN2CCCn2cccn2)c(C)c1C (stereo not given)	97	-3	103	0	99	2	-2	99	97	-2	98
COCCn1c(SCc2ccccc2F)nc2ccccc2c1=O	96	0	93	-1	95	-1	-6	95	96	0	93
Cn1nnc(NC(=O)c2ccccc2)n1	98	0	105	-7	102	-6	0	103	101	-8	102
Cc1onc(-c2ccccc2)c1C(=O)Nc1ccc(S(=O)(=O)N2CCCCC2)cc1	98	-13	103	1	99	-4	-12	99	101	-9	99
CCCC1CCC(c2ccc(C(=O)NN)cc2)CC1 (stereo not given)	94	-2	101	-3	100	-5	-2	95	96	-6	96
C=CC[n+]1ccc2ccccc2c1C	99	-4	103	0	98	-2	-3	101	101	-12	101
CCOc1ccc(C(=O)NC2CCN(C(=O)NCc3ccccc3)CC2)cc1	103	-8	103	1	106	-4	-7	99	102	-7	105
O=C(CCc1ccc(S(=O)(=O)NCc2ccccc2)cc1)N1CCN(Cc2ccc3c(c2)OCO3)CC1	92	0	91	-1	90	-4	-2	90	88	-2	89
O=C(CSc1nc(Nc2ccccc2)nc(N2CCOCC2)n1)N1CCc2ccccc21	99	0	101	0	100	1	-1	97	101	2	100
O=C1c2ccccc2C(O)(c2ncc[nH]2)N1CCc1ccccc1 (stereo not given)	102	-16	102	0	101	-5	-3	100	103	-7	103
COc1cc(NC(=O)c2nnn(Cc3ccc(SC)cc3)c2N)cc(OC)c1	101	-9	104	4	104	-5	-8	100	101	-4	102
Cc1ccc(C(=O)NCC(=O)Nc2ccc(C)c(S(=O)(=O)Nc3ccc(Cl)cc3)c2)s1	88	-7	88	1	92	-3	-6	86	87	-2	90
COc1ccc(/C=C/C(=O)c2c(C)nc3ccccn23)cc1	96	-2	97	0	100	-2	0	98	97	-3	98
CCOc1ccccc1C(=O)NC(C(=O)NCc1ccc(F)cc1)C(C)C (stereo not given)	97	-4	101	-1	96	-1	-5	98	98	2	99
COC(=O)N1[C@H](C)C=C[C@]1(Cc1ccccc1)C(=O)O	102	0	104	1	104	3	-1	100	104	0	103

Gathered by group: the compounds so far with four or more nitrogen atoms (9)
SMILES	Rab2 wt GTP	Bfl-1 Bim block	Rac1 wt modul	Bcl-W Bim block	Rab7 wt modul	Bim-Bcl-XL	Bcl-2 Bim block	Rac1 mut GTP	Cdc42 wt	Bim-Bcl-B	HRas wt GTP
COC(=O)c1ccc(NC(=O)CSc2n[nH]c(-c3ccncc3)n2)cc1	98	-8	110	0	103	-1	0	98	104	-2	104
CN(C)c1ccc(/C=N/n2ncc3ccccc32)cc1	104	-7	112	3	104	-1	-5	103	106	-3	105
CCOC(=O)Cn1nnnc1C(C(C)C)N(Cc1cccs1)Cc1cc2cc(C)ccc2[nH]c1=O (stereo not given)	93	-5	97	3	95	-3	-6	94	75*	-5	95
O=C(C1CCN(S(=O)(=O)c2cccc3cccnc23)CC1)N1CCN(C2CCCCC2)CC1	102	-5	106	-7	100	-7	-9	101	101	-8	102
NC(=O)c1c(NC(=O)CSc2nnc(-c3ccco3)n2N)sc2c1CCCC2	97	0	101	6	95	-5	1	99	98	-3	98
COc1ccc(C2c3[nH]c4ccccc4c3CCN2CCCn2cccn2)c(C)c1C (stereo not given)	97	-3	103	0	99	2	-2	99	97	-2	98
Cn1nnc(NC(=O)c2ccccc2)n1	98	0	105	-7	102	-6	0	103	101	-8	102
O=C(CSc1nc(Nc2ccccc2)nc(N2CCOCC2)n1)N1CCc2ccccc21	99	0	101	0	100	1	-1	97	101	2	100
COc1cc(NC(=O)c2nnn(Cc3ccc(SC)cc3)c2N)cc(OC)c1	101	-9	104	4	104	-5	-8	100	101	-4	102

Next results:
SMILES	Rab2 wt GTP	Bfl-1 Bim block	Rac1 wt modul	Bcl-W Bim block	Rab7 wt modul	Bim-Bcl-XL	Bcl-2 Bim block	Rac1 mut GTP	Cdc42 wt	Bim-Bcl-B	HRas wt GTP
CCN(CC)S(=O)(=O)c1cccc(-c2nnc(SCc3ncc(-c4ccccc4)o3)n2C)c1	105	0	104	-1	103	0	0	101	107	0	106
COc1ccccc1NC(=O)CN1C(=O)NC(CC(C)C)C1=O (stereo not given)	102	-10	107	-1	100	-8	-5	100	100	-4	101
CCOc1ccccc1OC(=O)c1cc2ccccc2oc1=O	102	-3	105	0	108	1	-1	98	100	-4	101
CC(C(=O)Nc1ccc2nccnc2c1)N1C(=O)C2C3C=CC(C3)C2C1=O (stereo not given)	98	-11	102	3	98	-3	-4	98	100	-9	99
CCC(COC)NCc1cn(-c2ccc(OC)cc2)nc1-c1cccc(F)c1 (stereo not given)	97	-9	96	-1	98	-8	-2	95	98	-4	97
CC(=O)Nc1ccccc1NC(=O)c1ccccc1	97	-4	100	1	96	0	0	97	95	0	95
O=C(CSc1nnc(-c2cccnc2)n1Cc1ccco1)c1ccc(Br)cc1	96	-11	96	-3	95	-6	-6	94	96	-5	94
Cc1cc(C)n(C(=O)CNC(=O)C2COc3ccccc3O2)n1 (stereo not given)	100	-7	104	0	96	0	-7	97	102	0	99
COc1ccc(CCNC(=O)/C=C/C(=O)O)cc1	95	-2	95	-1	102	-3	-3	93	94	-3	97
CCS(=O)(=O)N1CCN(c2ccc(Cl)cc2[N+](=O)[O-])CC1	98	0	99	0	98	1	0	101	97	-2	101
Cc1ccc(OC(=O)c2cc(=O)c3ccccc3o2)cc1	99	0	102	-1	98	-5	-3	98	102	-8	101
Fc1ccc(NC(=S)Nc2cc(Cl)ccc2Cl)cc1	97	-6	98	-4	105	-3	-2	94	94	-7	100
CCOc1ccc(CN2CCN(C(=O)c3cccc(F)c3)CC2)cc1	102	0	104	-2	100	-5	5	100	103	-3	105
COc1cccc(NC(=O)CSCC(=O)O)c1	99	-3	102	0	101	-5	-2	99	99	-2	100
Cc1cccn2cc(CCNC(=O)c3ccc(Br)o3)nc12	101	-8	104	1	101	2	-6	99	104	-2	102

Individual results from the list:
Fc1ccc(NC(=S)Nc2cc(Cl)ccc2Cl)cc1 in Bcl-W Bim block = -4
CCC(COC)NCc1cn(-c2ccc(OC)cc2)nc1-c1cccc(F)c1 (stereo not given) in HRas wt GTP = 97
CC(=O)Nc1ccccc1NC(=O)c1ccccc1 in Bfl-1 Bim block = -4

Next compounds follow.
SMILES	Rab2 wt GTP	Bfl-1 Bim block	Rac1 wt modul	Bcl-W Bim block	Rab7 wt modul	Bim-Bcl-XL	Bcl-2 Bim block	Rac1 mut GTP	Cdc42 wt	Bim-Bcl-B	HRas wt GTP
COC(=O)c1ccccc1S(=O)(=O)C(C)(C)C	93	0	97	-1	97	3	8	98	96	0	95
Cc1ccc(Cc2cnc(NC(=O)C3CCCO3)s2)cc1 (stereo not given)	107	0	105	-2	102	0	0	102	104	-1	108
C=CCNC(=O)/C(=C\c1ccc(Br)cc1)NC(=O)c1ccccc1OC	95	-1	102	2	96	0	0	95	99	1	97
CCNC(=S)NNC(=O)c1ccccc1Cl	97	0	103	-1	95	-1	0	98	101	-11	96

Two compounds drawn at random from the list so far, as already listed:
SMILES	Rab2 wt GTP	Bfl-1 Bim block	Rac1 wt modul	Bcl-W Bim block	Rab7 wt modul	Bim-Bcl-XL	Bcl-2 Bim block	Rac1 mut GTP	Cdc42 wt	Bim-Bcl-B	HRas wt GTP
COC(=O)c1ccccc1S(=O)(=O)C(C)(C)C	93	0	97	-1	97	3	8	98	96	0	95
C=CCNC(=O)/C(=C\c1ccc(Br)cc1)NC(=O)c1ccccc1OC	95	-1	102	2	96	0	0	95	99	1	97
